# From PubChem BioAssay
# Tau ThT inhib = inhibitors of human tau fibril formation, thioflavin T binding; P10636; Potency, µM (titrated, usually from 57.4 µM), inactives show at the highest dose activity, negative = inhibition, most hits filed as inhibitors; recombinant tau K18 P301L, heparin-induced fibrillization, ThT fluorescence; actives 2.1% (n = 270,000); also: nearly all actives have a fitted effect of over 55% in size
# Target sequence (P10636 561-689 P618L limits assumed): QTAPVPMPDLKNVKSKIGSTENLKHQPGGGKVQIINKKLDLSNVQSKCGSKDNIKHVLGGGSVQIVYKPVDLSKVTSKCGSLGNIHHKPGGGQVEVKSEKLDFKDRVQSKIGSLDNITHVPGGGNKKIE
#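 ThT emission at 510 nm, taken 1 hr after adding 30 uM dye, quantifies aggregates formed when 20 uM heparin acts on human tau K18 P301L for 6 hr at 37 C.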
# Tau FP inhib = inhibitors of human tau fibril formation; actives 0.39% (n = 280,000); P10636; K18 P301L tau heparin fibrillization, Alexa594 FP, 6 h; Potency, µM (top dose mostly 57.7 µM), without a hit: top-dose activity, negative = inhibition, actives largely listed as inhibitors; also: nearly all actives have a fitted effect of over 55% in size
#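 Recombinant K18 P301L […], labeled with Alexa 594 at 0.24 uM over 15 uM unlabeled; heparin inducer 20 uM final; 37 C, 6 hr; FP endpoint.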
# Tau fluor cs = counter-screen for tau fibril formation inhibitors; tau K18 P301L (four-repeat tau fragment) Alexa594 fluorescence, heparin fibrillization; Potency, µM (highest dose often 57.7 µM), for inactives: at the top dose activity change, negative = decrease; actives 0.93% (n = 280,000); AID 1463; also: nearly all actives have a fitted effect of over 55% in size
#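 Human K18 P301L tau (15 uM unlabeled plus 0.24 uM Alexa 594-labeled, final) in 100 mM sodium acetate pH 7 was mixed with compound and 20 uM heparin and incubated 6 hr at 37 C.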
# Starred values were filed as active, the others as inactive; ? = inconclusive; [ ] = dose if it differs, or a comment. Calls follow the shape of the dose curve; as a rule, active = well fitted curve in the direction sought with a large enough effect; inconclusive = small, poorly fitted or top-dose-only effect, or another doubt; inactive = no such curve, though single readings can be large; an effect the other way counts as inactive or inconclusive. % is scaled to controls: 0 for no effect and ±100 for the full control effect; potency is read from the fitted curve at half-maximal effect. An excerpt (hit frequency here may not be typical).
SMILES,Tau ThT inhib,Tau FP inhib,Tau fluor cs
Cc1ccc(OCCSc2nc3ccccc3n2CC(=O)NC(C)C)cc1,?,-2.9%,-6.5%
O=C(NCc1ccc(Cl)cc1)C1CCN(S(=O)(=O)Cc2ccccc2)CC1,-5.1%,2.4%,-5.5%
Cc1c(Cl)cccc1NC(=O)N1CCOc2ccccc21,10.4%,-13.3%,0.6%
O=S(=O)(Nc1ccc2nc(-c3cccc(Cl)c3)oc2c1)c1ccccc1,10.0%,?,?
CCOc1ccccc1CNC(=O)C1CCN(C(=O)N2CCOc3ccc(Cl)cc32)CC1,31.6µM*,?,?
COc1cn(CC(=O)Nc2ccccc2)c(CN2CCCCC2)cc1=O,-8.2%,-0.7%,-11.8%
CCOc1ccccc1Nc1sc(C(=O)c2ccccc2)c(N)c1C(=O)Nc1ccccc1,-7.5%,0.2%,-12.9%
COc1ccc(CNC(=O)c2cccn2-c2nnc(N3CCCCC3)s2)c(OC)c1,6.2%,-0.1%,-6.4%
Cc1ccc(Nc2nc(C(N)=O)c(NC(=O)c3ccccc3Br)s2)cc1,?,0.6%,?
CC(=O)Nc1cc(C(=O)NCc2ccccc2)ccc1Sc1ccc(C)cc1,-2.6%,5.2%,-5.7%
O=C(CSc1nccn1C1CCCC1)Nc1cc(C(F)(F)F)ccc1Cl,-7.0%,-3.5%,-11.6%
CCOC(=O)c1c(NC(=O)CS(=O)(=O)c2ccc(C)cc2)sc2c1CCC(C)C2 (stereo not drawn),-15.9%,-8.5%,-22.7%
COc1ccc(N2CC(NC(=O)c3ccc(S(=O)(=O)N4CCCCC4)cc3)CC2=O)cc1 (stereo not drawn),-3.7%,-14.7%,-11.5%
Cc1cccc(-c2noc(-c3ccccc3OCC(=O)Nc3ccccc3[N+](=O)[O-])n2)c1,-15.9%,8.1%,-28.9%
COc1ccc(S(=O)(=O)c2c(SC)nn(CC(=O)Nc3ccc(C)c(Cl)c3)c2N)cc1,7.2%,25.1µM*,?
O=C1C(c2ccc(F)cc2)N(CCc2ccc(Cl)cc2)C(=O)CN1C1CCCCCC1 (stereo not drawn),-7.7%,0.2%,-11.4%
CC(C)OC(=O)c1cccnc1SCC(=O)Nc1ccc(C(F)(F)F)cc1Cl,12.3%,3.4%,2.3%
CCN(c1ccccc1)S(=O)(=O)c1nnc(NC(=O)c2ccco2)s1,?,-1.6%,-14.7%
COCCNC(=O)Cn1nc(C)c2c(C)n(-c3ccc(C)cc3)nc2c1=O,-0.5%,-7.3%,-4.2%
O=C(CSc1ncc2c(n1)-c1cc(Cl)ccc1N(Cc1ccccc1)S2(=O)=O)NCCc1ccccc1,6.6%,?,-16.9%
COc1cc(NC(=O)Nc2nnc(N3CCCCC3)s2)cc(OC)c1,-0.6%,-0.6%,-19.9%
O=c1ccc2cc(S(=O)(=O)NCc3ccc(Cl)cc3)ccc2[nH]1,-18.0%,-1.3%,-8.5%
CSc1nc(-c2ccc(F)cc2)nc2c1Cc1c(CO)cnc(C)c1O2,4.7%,1.8%,8.3%
COCCNC(=O)Nc1cc(C(=O)NCc2ccc(C(C)C)cc2)ccc1N1CCCC1,-7.6%,8.5%,-13.8%

# A draw from above in order of length of the SMILES, smallest number first.
SMILES,Tau ThT inhib,Tau FP inhib,Tau fluor cs
CSc1nc(-c2ccc(F)cc2)nc2c1Cc1c(CO)cnc(C)c1O2,4.7%,1.8%,8.3%
COCCNC(=O)Cn1nc(C)c2c(C)n(-c3ccc(C)cc3)nc2c1=O,-0.5%,-7.3%,-4.2%
CC(C)OC(=O)c1cccnc1SCC(=O)Nc1ccc(C(F)(F)F)cc1Cl,12.3%,3.4%,2.3%
O=C(CSc1ncc2c(n1)-c1cc(Cl)ccc1N(Cc1ccccc1)S2(=O)=O)NCCc1ccccc1,6.6%,?,-16.9%

# The list goes on.
SMILES,Tau ThT inhib,Tau FP inhib,Tau fluor cs
Cc1cc2nc(-c3cccc(NC(=O)C(C)C)c3C)oc2cc1C,-6.2%,-4.1%,5.0%
O=C(Cn1c(=O)nc(-c2ccccc2)c2ccccc21)NCc1ccccc1Cl,-1.5%,2.7%,4.9%
COc1ccc(NC(=O)N(C(C)C)C2CCN(C(C)=O)CC2)c(OC)c1,-2.0%,2.5%,-5.0%
CCN(CCCNC(=O)Cn1ncc2c([nH]c3ccc(C)cc32)c1=O)Cc1ccccc1,-10.9%,-5.9%,-7.4%
Cc1ccc(OCC(=O)OCc2cc(=O)n3nc(-c4cccs4)sc3n2)cc1,-15.6%,-2.9%,-2.7%
CCN(CC)CCN(C(=O)c1ccco1)c1nc2c(C)cccc2s1,-0.5%,-9.4%,-17.7%
Cc1cccc(N2CCN(c3ncnc4onc(-c5ccc(F)cc5)c34)CC2C)c1 (stereo not drawn),-7.5%,8.1%,-17.9%
O=C(Nc1ccc(S(=O)(=O)Nc2ncccn2)cc1)c1cccc(Cl)c1,?,-3.7%,-17.0%
COc1ccc(NC(=O)c2cc(S(=O)(=O)N3CCCCC3)cn2C)cc1Cl,11.9%,-2.5%,0.2%
COC(=O)c1scc(-c2ccc(C)cc2)c1S(=O)(=O)Nc1cc(OC)c(OC)c(OC)c1,-11.4%,9.5%,-17.9%
CCOc1ccccc1C(=O)Nc1cccc(-c2nc3ccccc3s2)c1,?,?,?
COc1cc(OC)c(NC(=O)CCS(=O)(=O)c2ccc3c(c2)oc(=O)n3C)cc1Cl,2.6%,-0.3%,-4.5%
O=C(OCc1cc(=O)n2nc(C3CCCCC3)sc2n1)c1ccccc1Cl,?,-4.3%,1.5%
CC(=O)c1ccc(NC(=O)Nc2nnc(N3CCCC(C)C3)s2)cc1 (stereo not drawn),-6.3%,0.2%,-2.7%
CCc1ccc(NC(=O)c2cc(S(=O)(=O)NC3CCCC3)ccc2F)cc1,-5.5%,-10.4%,-28.9%
CCOc1ccc(NC(=O)CSc2nnc(-c3ccc(C)cc3)c(-c3ccc(C)cc3)n2)cc1,?,?,-28.6%
COc1ccc(CC(=O)Nc2nc3c(s2)CC(C(C)(C)C)CC3)cc1 (stereo not drawn),6.2%,-5.2%,-3.5%
Cc1cc(C)cc(OC(=O)c2cc(-c3ccc(Cl)cc3)on2)c1,5.7%,-6.3%,-2.0%
COc1ccc(Cl)cc1NC(=O)CN1C(=O)C(C)(C)c2cc(S(=O)(=O)N3CCCCC3)ccc21,?,-12.8%,-16.0%
Cc1cccc2c(=O)cc(CSc3ccccc3NC(=O)C(C)(C)C)[nH]c12,-1.0%,-1.3%,-1.9%
CC(C)c1nn2c(=O)cc(COC(=O)CNC(=O)c3ccccc3Cl)nc2s1,0.1%,4.0%,6.0%
COc1ccc(-c2noc(CC(=O)Nc3cc(OC)ccc3OC)n2)cc1,?,-3.0%,?
Cc1ccc2[nH]c(CSc3nnc(NC(=O)COc4ccccc4C)s3)cc(=O)c2c1,1.6%,?,-6.3%
O=c1[nH]c(SCc2ccc(F)cc2)nc2c1CCCC2,16.2%,?,-0.8%
Cc1c(C(=O)N(C)Cc2ccccc2)sc2nc(-c3ccc(F)cc3)cn12,-2.0%,4.1%,-8.6%
Cc1ccc(NC(=O)CSc2nc3nccnc3c(=O)n2CCc2c[nH]c3ccccc23)c(C)c1,-17.7%,-8.6%,-28.8%
CC(C)N(C)C1CCN(S(=O)(=O)c2ccc3[nH]c(=O)ccc3c2)CC1,-8.9%,-6.4%,-8.6%
O=C(CC1N=C2c3ccccc3N=C(SCc3ccccc3Cl)N2C1=O)NC1CCCCC1 (stereo not drawn),-6.9%,5.1%,-1.7%
Cc1onc(-c2ccc(Br)cc2)c1C(=O)Nc1ccc(Br)cc1F,0.5%,-6.4%,-15.5%
COc1ccc(NC(=O)Nc2cccc(OCc3cc(=O)n4cccc(C)c4n3)c2)c(OC)c1,?,?,7.08µM*[quencher]
CCOC(=O)c1cccc(NC(=O)Cn2c(=O)nc(-c3ccccc3F)c3cc(Cl)ccc32)c1,-4.6%,?,-27.2%
O=S(=O)(NCCc1nnc2ccc(SCc3ccc(C(F)(F)F)cc3)nn12)c1ccccc1,-6.4%,-0.8%,-12.1%
Cc1nnc(N2CCC(C(=O)NCc3cccc(Cl)c3)CC2)c2nn(-c3ccccc3)c(C)c12,?,-2.1%,-16.7%
COc1cc(N2C(=O)CSC23C(=O)N(C)c2ccccc23)cc(OC)c1OC (stereo not drawn),3.5%,-1.4%,-1.2%
O=C(Cn1ccn(-c2ccc(F)c(F)c2)c(=O)c1=O)NCc1ccccc1,?,-5.4%,-2.6%
COc1cc(-c2cc(OC)c3c(C)oc(C)c3c(=O)c2)ccc1OC(=O)c1ccccc1C,?,3.3%,-14.7%
CCCCCNC(=O)c1c[nH]c2ccc(S(=O)(=O)N3CCC(C)CC3)cc2c1=O,12.3%,7.94µM*,?
CCOc1cc(C(=O)NCCc2csc(-c3ccc(C)cc3)n2)cc(OCC)c1OCC,-14.5%,-2.2%,-16.4%
CCCCNC(=O)c1cccc(NC(=O)c2nsc3ccccc23)c1,-2.1%,-6.1%,-4.2%
CCOC(=O)c1cccc(NC(=O)CC2C(=O)N(c3ccc(F)cc3)C(=O)N2C(C)C)c1 (stereo not drawn),8.6%,-0.1%,-6.6%

# A different layout for some results above:
> COc1cc(N2C(=O)CSC23C(=O)N(C)c2ccccc23)cc(OC)c1OC (stereo not drawn)
  Tau ThT inhib = 3.5%	Tau FP inhib = -1.4%	Tau fluor cs = -1.2%
> O=C(Cn1ccn(-c2ccc(F)c(F)c2)c(=O)c1=O)NCc1ccccc1
  Tau ThT inhib = ?	Tau FP inhib = -5.4%	Tau fluor cs = -2.6%
> CCCCNC(=O)c1cccc(NC(=O)c2nsc3ccccc23)c1
  Tau ThT inhib = -2.1%	Tau FP inhib = -6.1%	Tau fluor cs = -4.2%
> Cc1nnc(N2CCC(C(=O)NCc3cccc(Cl)c3)CC2)c2nn(-c3ccccc3)c(C)c12
  Tau ThT inhib = ?	Tau FP inhib = -2.1%	Tau fluor cs = -16.7%

# The results go on:
SMILES,Tau ThT inhib,Tau FP inhib,Tau fluor cs
Cc1cc(C)c(NC(=O)CSc2nc(=O)[nH]c3c2CCCC3)c(C)c1,-2.8%,-10.3%,-3.0%
Nc1c(C(=O)c2ccccc2)sc(Nc2ccc(Cl)c(Cl)c2)c1C(=O)Nc1ccccc1,20µM*,-13.3%,?
COc1ccc(-c2cn3nc(SCC(=O)Nc4cc(C)cc(C)c4)ccc3n2)cc1,-17.2%,-6.2%,-15.6%
Cc1cc(C)cc(NC(=O)CCCc2nnc3n(CC(C)C)c(=O)c4sccc4n23)c1,-2.8%,1.7%,-11.9%
CCC(Sc1nc2cc(OC)c(OC)cc2c(=O)n1CCc1ccc(Cl)cc1)C(=O)NCCOC (stereo not drawn),2.8%,-3.9%,-6.5%
Fc1ccc(-c2noc3ncnc(N4CCCCC4)c23)cc1,-4.7%,-6.7%,-13.4%
Cc1cc(=O)n(Cc2cccc(Cl)c2)c2c1c(C)nn2C,?,4.5%,-1.2%
COc1cn(CC(=O)Nc2ccc(C)cc2)c(CN2CCCCC2)cc1=O,3.6%,-7.1%,-1.8%
CCC1CN(C(=O)Nc2ccc(Br)cc2F)c2ccccc2S1 (stereo not drawn),-7.8%,-5.0%,-11.4%
Cc1c(Cl)cccc1NC(=O)Cn1c(=O)n(Cc2nc(-c3ccccc3)no2)c(=O)c2cc3c(cc21)OCO3,?,?,-5.3%
